# rTrxR1 inhibitor = rat TrxR1 inhibition | recombinant rTrxR1, NADPH fluorescence consumption, selenite substrate | actives 1% (n = 390,000) | AID 588453 | Potency, µM (titrated, usually from 114 µM), for the others: at the highest dose activity change, negative = inhibition, actives largely listed as inhibitors | O89049; also: % is scaled to controls: 0 for no effect and ±100 for the full control effect; nearly all actives have a fitted effect of over 65% in size
#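 Rat TrxR1 (90 nM in the dispensed reagent) was pre-reduced with 400 uM NADPH for 5 min at room temperature, then incubated with compound for 15 min. After 400 uM selenite was added, NADPH fluorescence (Ex 340/Em 450 nm) was followed for 8 min.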
# HP1b binding inh = HP1-beta chromodomain-methylated histone interaction inhibition. actives 0.56% (n = 390,000). Potency, µM (doses to about 114 µM), for the others: at the highest dose activity change, negative = inhibition, actives largely listed as inhibitors. P83916. AlphaScreen HP1-beta / biotin-H3K9me3 peptide binding; also: nearly all actives have a fitted effect of over 70% in size; inactives centre near 23
#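 Compound inhibition of the preformed complex between 50 nM HP1-beta and 50 nM biotinylated H3K9me3 peptide was read by AlphaScreen. Buffer was PBS pH 7.4 with 0.01% Tween-20. Incubations ran 30 min at room temperature, with 10 ug/mL donor/acceptor beads.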
# ERG-DNA inh = inhibitors of human ERG Ets domain-DNA interaction | P11308 | fluorescence polarization, His-ERG Ets domain / labelled DNA | Potency, µM (highest dose often 76.9 µM), inactives show top-dose FP activity, negative = inhibition, most hits filed as inhibitors | actives 0.028% (n = 370,000) | AID 624246; active = well fitted inhibition curve with a large enough effect in the polarisation, with a control signal flat; inconclusive = small, poorly fitted or top-dose-only effect, or effect the other way, or a change in a side signal; inactive = no such curve, though single readings can be large or run the other way; the % refers to the polarisation;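 also: polarization taken with two DNA probes labelled with fluorescein and Texas red; % of control where 0% means no effect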
#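 His-tagged ERG Ets domain (1 uM in the protein solution; 300mM KCl, 50mM Tris-HCl, 1mM EDTA, 1mM DTT, pH 7.5) received compound, then a probe mix of 5 nM fluorescein-DNA and 100nM Texas-615-DNA. Fluorescence polarization was read for both dyes.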
# GLS inhibitor = blocks human kidney-isoform glutaminase activity; Potency, µM (series often up to 45.5 µM), without a hit: top-dose activity change, negative = inhibition, actives largely listed as inhibitors; GLS enzymatic activity, qHTS titration; actives 0.21% (n = 410,000); O94925; also: % is scaled to controls: 0 for no effect and ±100 for the full control effect
#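 hKGA in 45 mM KH2PO4 pH 8.2, 0.02% Tween-20 with pin-transferred compounds; 1 mM L-glutamine (stock) plus glutamate oxidase/HRP/Amplex Red coupling added. Fluorescence read initially and after 30 min at RT.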
# ALOX12 inh = blocks human arachidonate 12S-lipoxygenase. P18054. purified 12hLO, xylenol orange hydroperoxide absorbance. Potency, µM (highest dose often 108 µM), inactives show at the highest dose activity change, negative = inhibition, usual class: inhibitors. actives 1.1% (n = 580,000); also: % is scaled to controls: 0 for no effect and ±100 for the full control effect
# Target sequence (P18054 whole entry, looked up): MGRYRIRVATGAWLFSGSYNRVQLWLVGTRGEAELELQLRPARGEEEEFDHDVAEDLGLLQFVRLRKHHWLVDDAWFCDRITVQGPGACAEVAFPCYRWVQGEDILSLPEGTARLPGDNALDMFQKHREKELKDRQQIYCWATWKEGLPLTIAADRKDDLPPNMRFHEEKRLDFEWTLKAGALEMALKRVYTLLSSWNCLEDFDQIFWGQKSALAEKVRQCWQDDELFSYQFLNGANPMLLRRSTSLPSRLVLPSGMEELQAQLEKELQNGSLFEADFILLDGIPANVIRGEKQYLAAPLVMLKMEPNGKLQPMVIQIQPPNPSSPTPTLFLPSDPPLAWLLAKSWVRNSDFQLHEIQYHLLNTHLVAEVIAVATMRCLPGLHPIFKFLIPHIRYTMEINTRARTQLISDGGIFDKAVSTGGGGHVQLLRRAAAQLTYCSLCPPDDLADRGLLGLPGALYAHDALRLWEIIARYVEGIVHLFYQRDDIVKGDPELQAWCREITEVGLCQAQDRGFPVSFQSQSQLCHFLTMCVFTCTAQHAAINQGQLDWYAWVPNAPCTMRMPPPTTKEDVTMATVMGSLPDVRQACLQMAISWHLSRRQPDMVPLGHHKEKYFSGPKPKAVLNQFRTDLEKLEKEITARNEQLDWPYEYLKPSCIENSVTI
#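 Hydroperoxide product was detected by ferrous iron/xylenol orange as the 573 to 405 nm absorbance ratio. Arachidonic acid at 40 uM (final) was turned over for 30 min at room temperature by 150 nM human 12hLO, pH 7.0 Hepes buffer, after 15 min compound preincubation.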
# RGS4 inh = human RGS4 inhibition | actives 0.039% (n = 390,000) | Transcreener GDP fluorescence polarization, RGS4-accelerated GTP hydrolysis | Potency, µM (highest dose often 114 µM), for the others: at the top dose activity change, negative = inhibition, hits mostly inhibitors | P49798; also: % is scaled to controls: 0 for no effect and ±100 for the full control effect; nearly all actives have a fitted effect of over 75% in size; some results filed as inactive show a strong effect at the top dose
# Target sequence (P49798 whole entry, looked up): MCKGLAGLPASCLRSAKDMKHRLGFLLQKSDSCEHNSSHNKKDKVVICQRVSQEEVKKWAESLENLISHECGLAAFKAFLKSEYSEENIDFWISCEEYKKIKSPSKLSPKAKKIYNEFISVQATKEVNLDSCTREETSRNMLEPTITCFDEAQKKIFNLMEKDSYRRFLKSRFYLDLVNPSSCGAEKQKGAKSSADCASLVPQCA
#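 MLSMR compounds (23 nl, pin-transferred) preincubated 10 min at room temperature with a 500nM (2x) first reagent, then RGS4 at 900nM (2x) plus Transcreener GDP mix added; fluorescence polarization (620/688 nm) read before and after 90 min at 30 °C.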
# PGK inhibitor = T. brucei PGK inhibition; P07378; PGK/GAPDH coupled, Kinase-Glo luminescence, 60 min; Potency, µM (titrated, usually from 57.5 µM), without a hit: at the highest dose activity change, negative = inhibition, actives largely listed as inhibitors; actives 0.043% (n = 380,000); also: % is scaled to controls: 0 for no effect and ±100 for the full control effect; nearly all actives have a fitted effect of over 60% in size
#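 Recombinant glycosomal PGK reaction used 1,3-bisphosphoglycerate generated in-well by GAPDH (100nM final) in 100mM TEA pH 7.6, 5mM MgCl2, 0.01% Tween-20. After 60 minutes at room temperature, ATP was read by Kinase-Glo Plus luminescence end-point.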
# JMJD2A Tudor = inhibitors of human JMJD2A Tudor domain. AlphaScreen JMJD2A-Tudor / H3K4me3 peptide binding. Potency, µM (highest dose often 114 µM), for inactives: top-dose activity change, negative = inhibition, most hits filed as inhibitors. actives 4.4% (n = 390,000). AID 504339; also: % is scaled to controls: 0 for no effect and ±100 for the full control effect; nearly all actives have a fitted effect of over 50% in size
# Pin1 inh = inhibitors of human Pin1 | Q13526 | Pin1 FP peptide displacement, HiFluor488, 10 min | Potency, µM (doses to about 115 µM), without a hit: at the top dose activity, negative = inhibition, actives largely listed as inhibitors | actives 0.009% (n = 390,000); active = well fitted inhibition curve with a large enough effect in the polarisation, with a control signal flat, not every such curve was filed as active; inconclusive = small, poorly fitted or top-dose-only effect, or effect the other way, or a change in a side signal; inactive = no such curve, though single readings can be large or run the other way; the % refers to the polarisation; also: % is scaled to controls: 0 for no effect and ±100 for the full control effect
# Target sequence (Q13526 whole entry, looked up): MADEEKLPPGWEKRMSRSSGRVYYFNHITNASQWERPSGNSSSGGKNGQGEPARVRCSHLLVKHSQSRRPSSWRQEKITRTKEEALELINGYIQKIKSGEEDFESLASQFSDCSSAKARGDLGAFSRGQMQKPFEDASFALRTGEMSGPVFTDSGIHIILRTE
# Active calls of the source: *; i = inactive; ? = inconclusive; · = not tested or not shown; [ ] = another dose, or the depositor's remark. Unless noted, calls follow the shape of the dose curve; as a rule, active = well fitted curve in the direction sought with a large enough effect; inconclusive = small, poorly fitted or top-dose-only effect, or another doubt; inactive = no such curve, though single readings can be large; an effect the other way counts as inactive or inconclusive. Potency is read from the fitted curve at half-maximal effect.
rTrxR1 inhibitor	HP1b binding inh	ERG-DNA inh	GLS inhibitor	ALOX12 inh	Compound	RGS4 inh	PGK inhibitor	JMJD2A Tudor	Pin1 inh
5.2%[57.1 µM]	55.0%[activator]	1.4%	-18.0%	?	Cc1cccc(-n2c(C)nc3sccc3c2=O)c1	17.3%	-1.9%	0.0%	3.0%
-5.4%	15.9%	-8.7%	6.4%	138.8%[activator][57.4 µM]	Cc1cc(=O)oc(C)c1C(=O)N1CCCCC1	9.7%	1.6%	3.5%	-1.2%
?	?	3.5%	-8.7%	-13.7%	CCOP(=O)(OCC)C(C#N)=C1SCN(c2ccccc2)CS1	?	2.2%	?	-11.5%
34.2%[57.1 µM]	27.0%	10.2%	-5.8%	69.8%[activator]	CCOC(=O)c1sc(=NC(=O)C2CC2)n(C)c1C	14.4%	0.8%	-4.5%	1.0%
5.2%[57.1 µM]	12.9%	-1.0%	1.4%	11.4%	Cc1cc(C)c(S(=O)(=O)Cc2ccc(Cl)cc2)c(=O)[nH]1	15.2%	5.1%	-6.2%	1.2%
7.9%[57.1 µM]	56.1%[activator]	7.1%	4.7%	-14.6%	Cc1cc(C)c(NC(=O)Cn2c(=O)n(Cc3ccccc3)c(=O)c3c(C)c(C(=O)N(C)C)sc32)c(C)c1	-32.9%	i	-10.3%	4.2%
-4.6%	22.9%	-1.9%	·	-13.8%	CCCC(=O)N1CCN(c2ccc([N+](=O)[O-])c(NC(C)c3ccccc3)c2)CC1 (stereo not given)	20.2%	3.4%	15.8%	-9.5%
-5.3%	31.0%	1.0%	-15.4%	-6.0%	CCOc1ccccc1NC(=O)CSc1nc(=O)n(CCN2CCOCC2)c2c1CCCC2	-1.3%	-6.3%	-15.2%	2.2%
31.9%[57.1 µM]	3.6%	6.7%	0.0%	4.0%	Cn1c(N)c(C(=O)COC(=O)c2ncc(Cl)c(Cl)c2Cl)c(=O)n(C)c1=O	16.1%	-4.0%	-15.8%[57.1 µM]	-15.2%
11.7%	24.3%	-12.1%	-13.9%	-2.8%	CN(C)c1nc(Nc2ccc(F)cc2)nc(Oc2ccc(F)cc2)n1	5.0%	-11.2%	-4.4%	6.4%
-1.7%[57.1 µM]	34.5%[activator]	-0.7%	14.7%	-24.1%	Cc1cccc(C(=O)N(Cc2nc3ccccc3c(=O)[nH]2)C2CCCC2)c1	-7.6%	-7.1%	-6.9%	-7.6%
23.5%	34.0%	-19.9%	10.4%	-9.7%	Cn1[nH]c(C(F)(F)F)cc1=O	1.1%	-7.8%	3.7%	-2.7%
-0.8%	4.8%	-12.8%	2.7%	?	Cc1cc(NC(=O)C(C)SCC(=O)N(C)CC(=O)Nc2ccc(Br)cc2C)no1 (stereo not given)	-12.1%	-9.9%	-14.6%	1.5%
3.2%	18.7%	17.8%	0.4%	7.2%	CCN(CC)C(=O)Cn1cc(C(=O)C(=O)NCCc2ccc(S(N)(=O)=O)cc2)c2ccccc21	-22.9%	·	-8.8%	0.7%
0.5%	31.3%	-0.4%	9.4%	-23.7%	CCCCCCCN1CCN=C1Nc1ccccc1	21.6%	-2.2%	-19.9%	-0.2%
11.7%	18.8%	2.4%	7.4%	-0.3%	CCOC(=O)N/N=C/c1ccc(OC)c(O)c1	-2.8%	2.7%	-11.6%	-1.0%
-5.3%	14.3%	5.4%	-0.6%	3.4%	COc1ccc(C(=O)Nc2ccc(S(=O)(=O)N3CCc4ccccc43)cc2)cc1	-30.1%	-5.5%	-24.3%	19.9%
3.1%[57.1 µM]	42.4%[activator]	-3.2%	-0.9%	-11.1%	COc1ccc(CNC(=O)c2c3c(nc4ccccc24)C(=O)N(C2CCCCC2)C3)cc1	-13.4%	-9.4%	-12.0%	1.5%
11.0%	44.1%[activator]	-0.2%	1.1%	-27.3%	CCc1ccccc1NC(=O)Cn1c(=O)n(-c2ccc(C)c(C)c2)c(=O)c2oc3ccccc3c21	10.5%	-4.7%	2.2%	-0.8%
-3.0%	5.2%	6.2%	7.5%	0.8%	CN(CCNC(=O)c1cc2c(-c3ccccc3F)nn(C)c2s1)C1CCCCC1	23.3%	i	-32.1%	0.6%
24.4%	-6.0%	-3.5%	-6.2%	-0.6%	Cc1ccccc1NC(=O)COC(=O)Cc1ccsc1	-27.7%[11.4 µM]	i	-14.1%	4.0%
-20.9%	?	-1.8%	-23.3%	?	Cc1ccc(-n2c(N)c(C(=O)N3CCOCC3)sc2=S)c(C)c1	-47.6%	-2.0%	35.5µM*	0.5%
9.6%	14.0%	4.6%	13.0%	0.0%	CCOC(=O)c1cnc(SCC(=O)Nc2ccc(NC(C)=O)c(OC)c2)nc1N	9.9%	14.6%	-7.5%	-7.9%
-16.1%[57.1 µM]	16.4%	6.6%	2.4%	-4.4%	COc1ccc(S(=O)(=O)N(C)C[C@H]2Oc3c(NC(=O)c4ccncc4)cccc3C(=O)N([C@H](C)CO)C[C@@H]2C)cc1	-5.1%	i	-21.6%	1.0%
12.7%[57.1 µM]	7.2%	-2.8%	3.3%	8.1%	CCCn1c(NC(=O)c2ccc(F)cc2)nc2ccccc21	1.5%	-4.7%	-12.4%	18.3%

# Single records, from the list above. Order of values: rTrxR1 inhibitor	HP1b binding inh	ERG-DNA inh	GLS inhibitor	ALOX12 inh	RGS4 inh	PGK inhibitor	JMJD2A Tudor	Pin1 inh
# Cn1[nH]c(C(F)(F)F)cc1=O as listed: 23.5%	34.0%	-19.9%	10.4%	-9.7%	1.1%	-7.8%	3.7%	-2.7%
# COc1ccc(CNC(=O)c2c3c(nc4ccccc24)C(=O)N(C2CCCCC2)C3)cc1 as listed: 3.1%[57.1 µM]	42.4%[activator]	-3.2%	-0.9%	-11.1%	-13.4%	-9.4%	-12.0%	1.5%
# Cc1ccc(-n2c(N)c(C(=O)N3CCOCC3)sc2=S)c(C)c1 as listed: -20.9%	?	-1.8%	-23.3%	?	-47.6%	-2.0%	35.5µM*	0.5%

# The listing continues.
rTrxR1 inhibitor	HP1b binding inh	ERG-DNA inh	GLS inhibitor	ALOX12 inh	Compound	RGS4 inh	PGK inhibitor	JMJD2A Tudor	Pin1 inh
12.0%	9.1%	-0.5%	-5.9%	0.0%	Cc1cc(C)c2c(-n3cccc3)c(C(=O)NCC(C)c3ccccc3)sc2n1 (stereo not given)	-1.2%	-7.1%	-31.8%	-13.3%
22.2%	37.6%	-0.6%	13.7%	7.3%	CC(C)c1nnc(NC(=O)c2nc(SCc3ccc(F)cc3)ncc2Cl)s1	-12.8%	-1.6%	-21.4%	-1.8%
5.0%	21.3%	-7.7%	8.4%	-0.3%	O=C(CSC(=S)N1CCCC1)NCC(=O)Nc1ccc(F)c(F)c1	-3.2%	0.5%	3.6%	2.5%
24.9%	26.5%	·	7.5%	-19.7%	O=C(Nc1ccc(Cl)cc1)N(C1=NCCC1)c1ccc(OC(F)F)cc1	4.0%	·	14.0%	1.8%
-4.3%	33.0%[activator]	-10.7%	-18.2%	0.0%	COc1ccc(C(=O)NCC(c2ccc(F)cc2)N2CCOCC2)cc1S(=O)(=O)N1CCCC1 (stereo not given)	-17.9%	1.9%	-5.4%	5.0%
-2.7%[57.1 µM]	6.5%	3.0%	6.8%	?	COc1ccc(Cn2nc(-c3ccccc3)c(N3CCCCC3)cc2=O)cc1	11.6%	2.1%	-32.2%	-0.6%
16.4%	8.1%	-11.6%	-1.1%	3.4%	COC(=O)c1ccc(C2c3[nH]c4ccccc4c3C[C@H]3C(=O)N(C4CC4)CC(=O)N23)cc1 (stereo not given in full)	10.3%	-8.7%	-17.4%	4.1%
-9.5%	52.2%[activator]	-2.4%	7.1%	491.3%[activator]	O=C(NCCCO)c1ccc2[nH]c3ccccc3c2c1	-6.2%	7.6%	-6.5%	-10.4%
-7.9%	25.2%	3.2%	3.0%	?	O=C(COC(=O)c1cc[n+]([O-])cc1)Nc1ccc([N+](=O)[O-])cc1C(F)(F)F	-6.4%	9.4%	-6.8%	-3.0%
24.1%[57.1 µM]	20.6%	6.9%	-15.0%	1.7%	CCOC(=O)C1CCN(C(=O)CN(c2ccc(Oc3ccccc3)cc2)S(C)(=O)=O)CC1	-15.1%	-5.3%	8.2%	5.2%
13.4%	20.0%	21.9%	-10.5%	-11.4%	O=C(CN1C(=O)CCC1=O)Nc1cccc(NC(=O)CN2C(=O)CCC2=O)c1	10.0%	i	3.1%	-3.6%
36.4%[2.29 µM]	-0.3%	-3.3%	-8.0%	-28.2%	CC1=C(C(=O)Nc2ccccc2C)C(c2ccccn2)n2nc(SCc3ccccc3F)nc2N1 (stereo not given)	8.7%	-1.8%	-11.9%	1.2%
34.3%[57.1 µM]	56.4%[activator]	-17.2%	0.4%	-1.3%	CCOC(=O)C1=NOC(CNc2ncc(C(F)(F)F)cc2Cl)C1 (stereo not given)	-3.2%	-1.0%	-7.2%	-5.5%
-0.7%	-2.1%	8.2%	6.9%	17.7%	COc1cccc(N2CCN(C(=O)C3C4C=CC5(CN(Cc6ccccc6Cl)C(=O)C35)O4)CC2)c1 (stereo not given)	8.5%	-7.4%	-10.9%	4.1%
-8.0%	6.0%[57 µM]	·	·	·	Cc1cccc(OCCn2c(CCNC(=O)C3CCCCC3)nc3ccccc32)c1	17.1%	·	6.9%[57.1 µM]	4.4%
21.2%[57.1 µM]	11.0%[57 µM]	6.1%	-8.4%	-23.5%	CCOc1ccccc1NC(=O)Cn1c(=O)ccc2cc(S(=O)(=O)N3CCCC3)ccc21	-17.7%	-0.4%	-8.7%	0.3%

# Some of the compounds tested; count on the stated rates, not on these rows.
